CRFR2-BP antag: antagonists of CRF-binding protein/CRF-R2 receptor complex; HEK293 CRF-R2/CRF-BP, CRF-induced calcium fluorescence; inhibition, % at 11.8 µM; 0.59% of 350,000 active; AID 588475;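 active = inhibition of the ligand-induced calcium signal above about 50% at the single tested concentration, limit read from the data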
CHRM5 antagonist: CHRM5 antagonism in calcium assay; AID 624040; P08912; CHO-hM5 cells, Fluo-8 calcium fluorescence, ACh EC80; 0.59% of 360,000 active; inhibition, % at 3 µM;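 active = inhibition above a per-plate cutoff, the mean of that plate's test compounds plus 3 SD, cut at about 27% in these data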;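 note: 0% = acetylcholine EC80 with DMSO and 100% = DMSO without agonist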
Target sequence (P08912 whole entry, looked up): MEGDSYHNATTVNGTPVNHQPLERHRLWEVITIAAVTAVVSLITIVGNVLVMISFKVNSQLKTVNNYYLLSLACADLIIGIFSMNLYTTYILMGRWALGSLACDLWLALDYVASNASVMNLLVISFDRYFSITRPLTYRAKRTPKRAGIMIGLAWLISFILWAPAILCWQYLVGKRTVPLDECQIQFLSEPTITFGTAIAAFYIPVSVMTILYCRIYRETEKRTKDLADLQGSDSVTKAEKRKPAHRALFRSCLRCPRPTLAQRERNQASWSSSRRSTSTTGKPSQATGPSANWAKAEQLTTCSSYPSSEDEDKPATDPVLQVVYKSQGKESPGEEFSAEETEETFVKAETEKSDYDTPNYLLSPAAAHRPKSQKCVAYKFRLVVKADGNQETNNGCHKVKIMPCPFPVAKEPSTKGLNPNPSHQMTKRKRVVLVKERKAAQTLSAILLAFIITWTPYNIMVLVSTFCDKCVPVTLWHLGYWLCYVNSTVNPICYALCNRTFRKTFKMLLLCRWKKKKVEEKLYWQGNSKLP
M4 PAM: positive allosteric modulators of human muscarinic M4 receptor; P08173; CHO-K1 hM4/Gqi5, Fluo-8 calcium fluorescence, ACh EC20; 0% = ACh EC20, 100% = maximal ACh; activation, % at 3 µM; 0.4% of 360,000 active;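 active = activation above its plate's cutoff, the mean activation of sample wells plus 3 SD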; note: some results filed as inactive read as strong as hits
M5 PAM: potentiates acetylcholine response at human M5 receptor | P08912 | CHO-K1 hM5, Fluo-8 calcium, ACh EC20 PAM; 0% = ACh EC20, 100% = ACh EC100 | activation, % at 3 µM | 0.3% of 360,000 active | AID 624038;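 active = activation above the run cutoff, the mean activation of all test compounds plus 3 SD, cut at about 18% in these data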
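Test system: CHO-K1 hM5 cells / Doses: single-point, 3 µM nominal / Times: Post-acetylcholine fluorescence recording 140 s / Technique: Fluo-8 calcium fluorescence / Measure: Max/basal fluorescence ratio as % of EC20–EC100 ACh window / Benchmarks: low control EC20 acetylcholine (0%), high control EC100 acetylcholine (100%) / Replicates: one well per compound, no replicates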
TAAR1 antag: human TAAR1 antagonism | 1.5% of 360,000 active | CHO RD-HGA16 TAAR1, Fluo-8 calcium fluorescence, antagonist | AID 624466 | inhibition, % at 3 µM | Q96RJ0;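 active = inhibition above a per-plate cutoff, the mean inhibition of test compounds on that plate plus 3 SD, cut at about 49% in these data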;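 note: 0% = DMSO plus EC80 beta-PEA response and 100% = DMSO alone without agonist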
Target sequence (Q96RJ0 whole entry, looked up): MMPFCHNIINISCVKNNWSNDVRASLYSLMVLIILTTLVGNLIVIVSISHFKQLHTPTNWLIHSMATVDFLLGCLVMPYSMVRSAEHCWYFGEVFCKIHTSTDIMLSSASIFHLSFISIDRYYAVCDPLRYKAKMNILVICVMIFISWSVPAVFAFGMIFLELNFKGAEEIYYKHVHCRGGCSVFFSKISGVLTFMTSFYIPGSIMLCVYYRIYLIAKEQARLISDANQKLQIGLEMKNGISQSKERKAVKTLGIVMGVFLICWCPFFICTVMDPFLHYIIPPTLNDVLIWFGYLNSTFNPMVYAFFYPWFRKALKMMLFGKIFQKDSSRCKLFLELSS
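Assay system: CHO-derived RD-HGA16 cells stably expressing human TAAR1 plus Gα16. Timing: 140 s kinetic read after compound, 140 s after agonist. Technique: kinetic Fluo-8 calcium fluorescence measurement. Measure: % inhibition of agonist calcium response.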
M1 PAM parental: M1 PAM counterscreen hit in parental CHO-K1 cells | AID 602247 | 0.02% of 360,000 active | activation, % at 3 µM | ATP EC20, Fluo-8 calcium fluorescence; 0% at ATP EC20, 100% at ATP max;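 active = activation above the run cutoff, the mean activation of all test compounds plus 3 SD, cut at about 40% in these data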;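 note: peak over basal fluorescence ratio in a 140 s read after ATP addition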
CRFBP-R2 agonist: agonists of human CRF-binding protein/CRF-R2 receptor complex; 0.46% of 350,000 active; AID 588473; activation, % at 13.2 µM; HEK293 CRF-R2/CRF-BP, calcium dye fluorescence (FLIPR); percent of saturating CRF peptide response;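 active = activation of at least 50%, plus an integration ratio under a set limit after plate pattern correction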;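 note: plate controls were neutral control wells without compound for no effect and CRF at EC100 for full effect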
M5 ag: CHRM5 agonism in calcium assay; P08912; CHO-K1 hM5 cells, Fluo-8 calcium fluorescence; 0% DMSO wells, 100% maximal acetylcholine response; activation, % at 3 µM; 0.19% of 360,000 active; AID 624037;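 active = activation above the run's mean over test compounds plus 3 SD, cut at about 23% in these data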;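 note: signal is peak over basal fluorescence ratio across the kinetic read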
TAAR1 ag: agonists of human TAAR1 | CHO RD-HGA16 TAAR1, Fluo-8 calcium fluorescence; vehicle wells 0%, saturating PEA agonist 100% | Q96RJ0 | 0.99% of 360,000 active | activation, % at 3 µM;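 active = activation above the mean activation of all test compounds in the run plus 3 SD, cut at about 38% in these data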
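System: CHO-derived RD-HGA16 cells with stable Gα16 and human TAAR1 / Times: 17-24 h plating, Fluo-8 75 min 37 °C, 30 min RT / Technique: calcium-sensitive Fluo-8 signal, excitation 470-495, emission 515-575 nm / Measure: % activation relative to PEA EC100 response / Benchmarks: DMSO and PEA EC100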
* hit, by the source's call.

A first look, 3 compounds:
Screening COc1ccc(COc2cc(-c3cccc(OC)c3)nc3ccc(NC(=O)c4ccccc4)cc23)cc1 returned CRFR2-BP antag 7, CHRM5 antagonist 8, M4 PAM -3, M5 PAM 4, TAAR1 antag 53*, M1 PAM parental -20, CRFBP-R2 agonist 1.3, M5 ag 0 and TAAR1 ag 8.
Screening CCCc1nc(SC)[nH]c(=O)c1C returned CRFR2-BP antag -1, CHRM5 antagonist 5, M4 PAM -9, M5 PAM 2, TAAR1 antag -12, M1 PAM parental 12, CRFBP-R2 agonist 0.6, M5 ag -3 and TAAR1 ag 6.
Screening CC1=CN2CC(O)CN=C2C=C1 (stereo unspecified) returned CRFR2-BP antag -23, CHRM5 antagonist -5, M4 PAM 9, M5 PAM 3, TAAR1 antag 4, M1 PAM parental -3, CRFBP-R2 agonist 0.6, M5 ag 1 and TAAR1 ag 3.

The list itself (from the top)
Screening COc1ccc(COc2cc(-c3cccc(OC)c3)nc3ccc(NC(=O)c4ccccc4)cc23)cc1 returned CRFR2-BP antag 7, CHRM5 antagonist 8, M4 PAM -3, M5 PAM 4, TAAR1 antag 53*, M1 PAM parental -20, CRFBP-R2 agonist 1.3, M5 ag 0 and TAAR1 ag 8.
Screening CCCc1nc(SC)[nH]c(=O)c1C returned CRFR2-BP antag -1, CHRM5 antagonist 5, M4 PAM -9, M5 PAM 2, TAAR1 antag -12, M1 PAM parental 12, CRFBP-R2 agonist 0.6, M5 ag -3 and TAAR1 ag 6.
Screening CC1=CN2CC(O)CN=C2C=C1 (stereo unspecified) returned CRFR2-BP antag -23, CHRM5 antagonist -5, M4 PAM 9, M5 PAM 3, TAAR1 antag 4, M1 PAM parental -3, CRFBP-R2 agonist 0.6, M5 ag 1 and TAAR1 ag 3.
For Cn1c(Cl)c(C(=O)Nc2ccc(Cl)cc2)c2ccccc21 the results were CRFR2-BP antag -41, CHRM5 antagonist 0, M4 PAM 4, M5 PAM 0, TAAR1 antag 23, M1 PAM parental -7, CRFBP-R2 agonist 1.3, M5 ag -3 and TAAR1 ag 22.
For CC(/C=C/c1ccccc1)=N/NC(=O)C(O)c1ccccc1 (stereo unspecified) the results were CRFR2-BP antag 7, CHRM5 antagonist -2, M4 PAM -1, M5 PAM 2, TAAR1 antag 7, M1 PAM parental 12, CRFBP-R2 agonist -1.6, M5 ag 1 and TAAR1 ag 5.
For COc1ccc(N2CCN(c3ccc(NC(=O)c4ccc5c(c4)OCO5)cc3C#N)CC2)cc1 the results were CRFR2-BP antag -6, CHRM5 antagonist -2, M4 PAM 29*, M5 PAM 7, M1 PAM parental 10, CRFBP-R2 agonist 2.3 and M5 ag -2.
`CCCCNC(=O)C1C(c2ccccc2)=Nc2ccccc2N1C(=O)c1ccc(C(F)(F)F)cc1` (stereo unspecified) gave CHRM5 antagonist -3, M4 PAM -6, M5 PAM -8, TAAR1 antag -20, M5 ag -2 and TAAR1 ag 0.
For CN(C(=O)COC(=O)c1cnc(Cl)c(Cl)c1)C1CCCCC1 the results were CRFR2-BP antag 7, CHRM5 antagonist 12, M4 PAM -5, M5 PAM -5, TAAR1 antag -11, M1 PAM parental -25, CRFBP-R2 agonist 1.6, M5 ag -6 and TAAR1 ag 1.
For CC(C)N(C(=O)[C@H]1C[C@H](CC(=O)NCCc2ccccn2)C(=O)N2CCc3c([nH]c4cc(CCC(=O)N(C)C)ccc34)[C@]12C)C(C)C the results were CRFR2-BP antag -9, CHRM5 antagonist -5, M4 PAM 0, M5 PAM 2, TAAR1 antag -17, M1 PAM parental -2, CRFBP-R2 agonist -4.0, M5 ag 0 and TAAR1 ag 25.
CCN(CC)CCCN1C(=O)c2oc3ccccc3c(=O)c2C1c1cccnc1 (stereo unspecified) was read as CRFR2-BP antag 16, CHRM5 antagonist -3, M4 PAM 19, M5 PAM -3, TAAR1 antag -11, M1 PAM parental -8, CRFBP-R2 agonist 5.9, M5 ag 1 and TAAR1 ag 2.
Cc1ccc(C)c(N/N=C2\CCCNC2=O)c1 was read as CRFR2-BP antag 2, CHRM5 antagonist -12, M4 PAM 3, M5 PAM 9, TAAR1 antag -16, M1 PAM parental -11, CRFBP-R2 agonist 1.5, M5 ag -1 and TAAR1 ag 2.
For OC1CCN(c2cc(-c3ccccc3)nc3cc(-c4ccc(F)cc4)nn23)CC1 the results were CRFR2-BP antag -14, CHRM5 antagonist -3, M4 PAM -1, M5 PAM 3, TAAR1 antag 22, M1 PAM parental 14, CRFBP-R2 agonist 0.0, M5 ag 2 and TAAR1 ag 4.
CCOC(=O)CNc1nc(Cl)nc(NC(C)(C)C)n1 was read as CRFR2-BP antag -38, CHRM5 antagonist 4, M4 PAM -5, M5 PAM -12, TAAR1 antag 9, M1 PAM parental -7, CRFBP-R2 agonist 3.4, M5 ag 3 and TAAR1 ag 6.
Screening COC(=O)c1cn(C(=O)c2ccco2)c2ccccc12 returned CRFR2-BP antag 6, CHRM5 antagonist 3, M4 PAM 5, M5 PAM -1, TAAR1 antag -14, M1 PAM parental 23, CRFBP-R2 agonist -2.0, M5 ag -3 and TAAR1 ag 4.
Screening CCc1cccc(CC)c1-n1c(-c2cccnc2)n[nH]c1=S returned CRFR2-BP antag 6, CHRM5 antagonist 0, M4 PAM -1, M5 PAM 9, TAAR1 antag -23, M1 PAM parental 14, CRFBP-R2 agonist -0.5, M5 ag 1 and TAAR1 ag 3.
CCOC(=O)c1cc(-c2ccc(C)cc2)n(CCC(=O)NCCN(C)C)c1C was read as CRFR2-BP antag -43, CHRM5 antagonist 0, M4 PAM 0, M5 PAM 1, TAAR1 antag -2, M1 PAM parental -1, CRFBP-R2 agonist 9.2, M5 ag 1 and TAAR1 ag 12.
`Cc1ccc2cc(CCNC(=O)c3ccc(S(=O)(=O)N4CCCCC4)cc3)c(=O)[nH]c2c1` gave CRFR2-BP antag -20, CHRM5 antagonist 1, M4 PAM 1, M5 PAM -6, TAAR1 antag 16, M1 PAM parental -7, CRFBP-R2 agonist -0.7, M5 ag -2 and TAAR1 ag 7.
`COc1ccc(S(=O)(=O)N2CCC3(CC2)CC(=O)c2ccccc2O3)cc1` gave CRFR2-BP antag 18, CHRM5 antagonist 8, M4 PAM -5, M5 PAM -10, TAAR1 antag 4, M1 PAM parental 1, CRFBP-R2 agonist 0.5, M5 ag 1 and TAAR1 ag 0.
For Cc1nc(NC(=O)/C=C/c2ccccc2)sc1C(=O)N1CCCCC1 the results were CRFR2-BP antag -13, CHRM5 antagonist 0, M4 PAM -9, M5 PAM 3, TAAR1 antag 12, M1 PAM parental 26, CRFBP-R2 agonist 0.7, M5 ag 3 and TAAR1 ag 2.
`COC(=O)NC1(C(F)(F)F)NC(=O)N(C2CCCCC2)C1=O` (stereo unspecified) gave CRFR2-BP antag 19, CHRM5 antagonist -12, M4 PAM 19, M5 PAM -1, TAAR1 antag -11, M1 PAM parental 22, CRFBP-R2 agonist -2.0, M5 ag -3 and TAAR1 ag 3.
Screening Cc1ccc(N(C(=O)CNC(=O)c2ccco2)C(C(=O)NC2CCCCC2)c2ccncc2)c(C)c1 (stereo unspecified) returned CRFR2-BP antag -2, CHRM5 antagonist 11, M4 PAM 1, M5 PAM 1, TAAR1 antag -13, M1 PAM parental 2, CRFBP-R2 agonist -0.2, M5 ag -1 and TAAR1 ag 0.
For CC(C)c1ccc(CC(=O)N2CCC2(C)C(=O)Nc2cnc3ccccc3c2)cc1 (stereo unspecified) the results were CHRM5 antagonist 5, M4 PAM -6, M5 PAM -12, TAAR1 antag 17, M1 PAM parental -9, M5 ag 2 and TAAR1 ag 5.
COCCSc1ccccc1C(=O)Nc1ccc2c(c1)OCCO2 was read as CRFR2-BP antag 4, CHRM5 antagonist 1, M4 PAM 0, M5 PAM -1, TAAR1 antag -7, M1 PAM parental 20, CRFBP-R2 agonist 0.9, M5 ag 0 and TAAR1 ag 15.
For CCN(CC)C(=O)CCSc1nnc(-c2ccco2)o1 the results were CRFR2-BP antag 1, CHRM5 antagonist 9, M4 PAM -1, M5 PAM 2, TAAR1 antag -13, M1 PAM parental 15, CRFBP-R2 agonist -0.8, M5 ag 0 and TAAR1 ag 5.
For CCn1cc(C(=O)N2CCOCC2)c(=O)c2cc(S(=O)(=O)N(C)C3CCCCC3)ccc21 the results were CRFR2-BP antag -2, CHRM5 antagonist 3, M4 PAM 3, M5 PAM -8, TAAR1 antag -2, M1 PAM parental 0, CRFBP-R2 agonist -0.1, M5 ag -2 and TAAR1 ag 2.
Screening Nc1nnn(CC(=O)N/N=C/c2cccc(Cl)c2)n1 returned CRFR2-BP antag -4, CHRM5 antagonist 7, M4 PAM 1, M5 PAM 6, TAAR1 antag -10, M1 PAM parental 7, CRFBP-R2 agonist -1.0, M5 ag 0 and TAAR1 ag 10.
For Cc1c(Cl)cccc1NC(=S)N1CCN(S(=O)(=O)c2cccs2)CC1 the results were CRFR2-BP antag -9, CHRM5 antagonist 8, M4 PAM 3, M5 PAM 1, TAAR1 antag -8, M1 PAM parental 8, CRFBP-R2 agonist -0.2, M5 ag -1 and TAAR1 ag 3.
For CSc1nnc(N2C(=O)C(O)=C(C(=O)c3ccc(C)o3)C2c2ccc(C)cc2)s1 (stereo unspecified) the results were CRFR2-BP antag 10, CHRM5 antagonist 2, M4 PAM -1, M5 PAM 7, TAAR1 antag -10, M1 PAM parental 5, CRFBP-R2 agonist 4.8, M5 ag -1 and TAAR1 ag -1.
For CCOc1ccccc1CNS(=O)(=O)c1ccc2[nH]c(=O)sc2c1 the results were CRFR2-BP antag -14, CHRM5 antagonist 20, M4 PAM -11, M5 PAM -12, TAAR1 antag 12, M1 PAM parental 2, CRFBP-R2 agonist -0.7, M5 ag 1 and TAAR1 ag 16.
`CCOC(=O)c1c(-c2ccc(C)cc2)csc1/N=C(\C)C1=C(O)c2ccccc2C1=O` gave CRFR2-BP antag 5, CHRM5 antagonist 5, M4 PAM 1, M5 PAM -2, TAAR1 antag -25, M1 PAM parental -9, CRFBP-R2 agonist -1.2, M5 ag -4 and TAAR1 ag 3.
`CCOC(=O)CNC(=O)CSc1nccn1Cc1ccco1` gave CRFR2-BP antag -4, CHRM5 antagonist -7, M4 PAM 13, M5 PAM 11, TAAR1 antag -13, M1 PAM parental 25, CRFBP-R2 agonist -0.1, M5 ag 5 and TAAR1 ag 3.
Screening CC1(C)CC(NC(=O)c2ccc(Br)o2)CC(C)(C)N1 returned CRFR2-BP antag 0, CHRM5 antagonist 6, M4 PAM 6, M5 PAM 0, TAAR1 antag 4, M1 PAM parental -11, CRFBP-R2 agonist -0.2, M5 ag -1 and TAAR1 ag 0.
CCCN(CCC)S(=O)(=O)c1ccc(NS(=O)(=O)c2ccc(F)cc2)cc1 was read as CRFR2-BP antag 17, CHRM5 antagonist 7, M4 PAM -7, M5 PAM -14, TAAR1 antag 9, M1 PAM parental 11, CRFBP-R2 agonist -1.0, M5 ag -2 and TAAR1 ag 12.

Screening results from PubChem.
